Screens as filed in PubChem.
N370S GC mod = inhibitors or activators of N370S glucocerebrosidase for Gaucher disease | P04062 | N370S GC spleen homogenate, 4MU-glucoside fluorescence | Potency, µM (top dose mostly 59.4 µM), for inactives: at the highest dose activity change, negative = inhibition, hits mostly inhibitors | hit rate 0.092% among 330,000 | AID 2101; active = well fitted inhibition curve with a large enough effect; inconclusive = small, poorly fitted or top-dose-only effect, or effect the other way, or another doubt; inactive = no such curve, though single readings can be large or run the other way;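 note: 0% = full enzyme activity and -100% = no enzyme basal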
The depositor's hits bear a star; ? = inconclusive; [ ] = dose if it differs, or a comment. Potency is the fitted concentration of half-maximal effect. An excerpt (hit frequency here may not be typical).

SMILES	N370S GC mod
Cc1noc(C)c1-c1ccc2ncnc(NC3CCNCC3)c2c1	-8%
CN1CCN(c2ncc3ncc(=O)n(CCc4ccccc4)c3n2)CC1	4%
Cc1ccccc1-c1nc(N(C)C)c2ccccc2n1	-3%
O=C(c1ccncc1)N1CCC2(CC1)CN(c1ccccc1)C2	13%
Cc1cnc(CNc2ncncc2-c2ccccc2C#N)cn1	-7%
c1ccc2c(NC3CCNCC3)nc(-c3ccoc3)nc2c1	-13%
COc1ccccc1-c1cncnc1NCc1cccc(C)c1	1%
Cn1cccc1C(=O)N1CCC2(CC1)CCN(c1ncccn1)CC2	0%
COCC(=O)N1CCC2(CCCN(c3ccccc3)C2)CC1	-7%
CN(C)c1ccc(-c2cncnc2-n2ccnc2)cc1	-7%
COc1ncc2nc(-c3cccs3)c(=O)n(C)c2n1	?
CCN(CC)c1ccc2cc(C(=O)NCc3ccc(F)cc3)c(=N)oc2c1	?
CCCCn1c(C)cc2c(c1=O)C1O[C@](CCCC)(Cc3cc(C#N)ccc31)O2	-2%[12.8 µM]
COc1ccccc1CN1CCCC2(CCN(C(=O)c3cccn3C)CC2)C1	-6%
O=C1Nc2ccc(Br)cc2/C1=C/c1ccc(C(=O)O)cc1	-4%
COc1ccc(N=Nc2n(C)c3ccccc3[n+]2C)cc1	-27%
O=C(c1ccco1)N1CCC[C@@]2(CCN(c3ccccc3)C2)C1	3%
CN(C)c1ccc(-c2ccc3ncnc(-n4ccnc4)c3c2)cc1	-10%
CCCNc1ncnc2c1cnn2-c1ccc(OC)cc1	3%
COCC(=O)N1CCC[C@@]2(CCN(C(c3ccccc3)c3ccccc3)C2)C1	-2%
COCCn1c(=O)c(-c2cccc(C#N)c2)nc2cnc(OC)nc21	-3%
COc1ccc(Oc2ncc3nc(CCc4ccccc4)c(=O)n(C4CC4)c3n2)cc1	11%
CC(=O)NCCNc1ccnc(-c2ccccc2C)n1	-10%
COc1cccc(Nc2ncc3nc(CCc4ccccc4)c(=O)n(C4CC4)c3n2)c1	-6%
COc1cc2[nH]c(C(=O)Nc3ccc(F)cc3)cc2c(OC)c1OC	1%
O=c1c(-c2cccs2)nc2cnc(Oc3ccccc3)nc2n1C1CC1	25%
Nc1nc2c(c(=O)[nH]1)N=C(CNc1ccc(C(=O)NC(CCC(=O)O)C(=O)O)cc1)CN2 (stereo not drawn)	18%
CN(C)c1ncc2nc(-c3cc(F)cc(F)c3)c(=O)n(Cc3cccs3)c2n1	12%
O=c1c(-c2cccs2)nc2cnc(N3CCNCC3)nc2n1C1CC1	-10%
O=C(Nc1ccccc1-c1ccccc1)C(=O)Nc1ccccc1-c1ccccc1	9%
Cc1cccc(CNc2ccnc(-c3ccoc3)n2)c1	5%
O=C(c1csnn1)N1CCC[C@@]2(CCN(c3ccccn3)C2)C1	0%
O=C(c1csnn1)N1CCC2(CC1)CCN(c1ccncc1)CC2	-2%
Cn1cccc1C(=O)N1CCC2(CCCN(C(=O)Nc3cccc(F)c3)C2)CC1	-8%
COc1ccc(C(=O)N2CCC[C@@]3(CCN(c4ccccc4)C3)C2)cc1	10%
Cc1ccc(C(C)C)c(OCC(=O)NN=C(CCl)CCl)c1	-4%
CC(C)NC(=O)N1CC[C@@]2(CCCN(C(=O)Oc3ccccc3)C2)C1	16%
COCCn1c(=O)c(-c2ccc(OC)cc2)nc2cnc(N3CCOCC3)nc21	5%
COCCn1c(=O)c(-c2cccs2)nc2cnc(N3CCN(C)CC3)nc21	-5%
CC(=O)N1CCC2(CC1)CN(C(c1ccccc1)c1ccccc1)C2	11%
O=C(c1ccncc1)N1CCC2(CC1)CCN(C(c1ccccc1)c1ccccc1)CC2	-3%
CS(=O)(=O)Nc1cccc(-c2ccc3ncnc(NCc4cccs4)c3c2)c1	-8%
O=C(c1ccco1)N1CCC2(CCCN(c3ccccc3)C2)CC1	18%
COc1cccc(Cn2c(=O)c(-c3ccc(F)c(F)c3)nc3cncnc32)c1	9%
COCCn1c(=O)c(-c2cn(C)c3ccccc23)nc2cncnc21	22%
COc1cccc(Nc2ncc3nc(C)c(=O)n(CCC#N)c3n2)c1	-7%
CCCCCCCC/C=C\CCCCCCCCCCCC(=O)O	-5%
COc1ccc(-n2c(NC(=O)c3ccc(Br)o3)c(C#N)c3nc4ccccc4nc32)cc1	10%
COc1ccc(CNc2nc(-c3c(C)noc3C)nc3ccccc23)c(OC)c1	?
CN(Cc1ccco1)c1cc(-c2ccccc2C(F)(F)F)ncn1	-16%
CC(C)NC(=O)N1CC[C@@]2(CCCN(S(=O)(=O)c3ccccc3)C2)C1	15%
Fc1ccc(Nc2ccnc(-c3ccc4c(c3)OCO4)n2)cc1	-20%
CCNc1ncc2nc(-c3cc(F)cc(F)c3)c(=O)n(-c3ccccc3)c2n1	4%
O=C(c1csnn1)N1CCC2(CC1)CN(Cc1cc(C(F)(F)F)cc(C(F)(F)F)c1)C2	-7%
CCCC[C@]12Cc3cc(OC)c(OC)cc3C(O1)C1=C(CC3(CCCCC3)OC1=O)O2	1%[12.8 µM]
Fc1cccc(CNc2ncnc3ccc(-c4cccnc4)cc23)c1	-2%
COc1ccc(-c2nc3cnc(Nc4cccc(OC)c4)nc3n(C)c2=O)cc1	6%
COc1ccccc1-c1nc(NCc2cccnc2)c2ccccc2n1	-8%
COc1ccc2[nH]cc(CCNc3cc(-c4ccccc4C)ncn3)c2c1	-10%
COc1cccc(-c2nc(NCc3ccccc3OC)c3ccccc3n2)c1	14µM*
Following part:
SMILES	N370S GC mod
O=c1c(O)c(-c2cc(O)c(O)c(O)c2)oc2cc(O)ccc12	-9%
CC1CCCN(c2nc3c(c(=O)[nH]c(=O)n3C)n2CCSc2ncccn2)C1 (stereo not drawn)	-2%
CN1CCN(c2ncc3nc(-c4ccccc4)c(=O)n(Cc4ccc(F)cc4)c3n2)CC1	-8%
CC(=O)c1ccc(N2CCN(C(=O)c3ccc4c(Cl)c5c(nc4c3)CCCC5)CC2)cc1	-7%
COc1cccc(Cn2c(=O)c(CCc3ccccc3)nc3cnc(N(C)C)nc32)c1	2%
Cn1c(=O)c(-c2ccc(Cl)cc2)nc2cncnc21	-7%
COc1cccc(-c2ccc3ncnc(NCc4cccc(F)c4)c3c2)c1	-6%
Cc1noc(C)c1-c1nc(NC2CCNCC2)c2ccccc2n1	-12%
CC(=O)N1CCC2(CC1)CN(Cc1ccccc1)C2	3%
Cn1c(=O)c(CCc2ccccc2)nc2cnc(Oc3ccccc3)nc21	11%
Cc1cccc(CNc2ccnc(-c3ccccc3C(F)(F)F)n2)c1	14µM*
CN(C)c1ncc2nc(-c3ccc(Cl)cc3)c(=O)n(CCC#N)c2n1	17%
COCCn1c(=O)c(-c2cccc(Cl)c2)nc2cncnc21	6%
CCn1c2ccccc2c2cc(NC(=O)Nc3ccc([N+](=O)[O-])cc3C)ccc21	-3%
O=c1c(-c2cccs2)nc2cnc(N3CCOCC3)nc2n1Cc1cccs1	-14%
CC(C)CN1CC[C@@]2(CCCN(C(=O)c3cc(C(F)(F)F)cc(C(F)(F)F)c3)C2)C1	-14%
COc1ccc(-n2c(=O)c(C)nc3cnc(OC)nc32)cc1	4%
O=C(c1cnccn1)N1CCC2(CCCN(c3ccncc3)C2)CC1	8%
O=C(c1ccncc1)N1CCC2(CC1)CN(c1ccccn1)C2	-6%
COc1cccc(Nc2ncc3nc(C)c(=O)n(C[C@H]4CCCO4)c3n2)c1	10%
CS(=O)(=O)N1CCC2(CC1)CN(c1cccc(-c3ccccc3)c1)C2	9%
O=c1c(-c2cc(F)cc(F)c2)nc2cnc(N3CCNCC3)nc2n1CCc1ccccc1	-6%
COCCn1c(=O)c(-c2cn(C)c3ccccc23)nc2cnc(N3CCOCC3)nc21	4%
O=C(c1ccco1)N1CCC2(CC1)CN(c1cccc(-c3ccccc3)c1)C2	9%

3 compounds from above, arranged by molecular weight, smallest number first.
SMILES	N370S GC mod
COc1ccc(-n2c(=O)c(C)nc3cnc(OC)nc32)cc1	4%
O=C(c1ccncc1)N1CCC2(CC1)CN(c1ccccn1)C2	-6%
O=C(c1ccco1)N1CCC2(CC1)CN(c1cccc(-c3ccccc3)c1)C2	9%

Remaining list, next part.
SMILES	N370S GC mod
COCCn1c(=O)c(-c2cn(C)c3ccccc23)nc2cnc(N3CCNCC3)nc21	-5%
O=C(COC(=O)/C=C/c1ccc(Br)o1)Nc1ccc2[nH]c(=O)[nH]c2c1	0%
Cc1cc(NNC(=O)Nc2cccc(Cl)c2)nc2c1c(C)nn2C	-4%
Cc1noc(C)c1-c1ccc2ncnc(NCc3cccs3)c2c1	-2%
COc1ccccc1-c1nc(N(C)Cc2ccco2)c2ccccc2n1	4%
COCCn1c(=O)c(-c2ccccc2)nc2cnc(N3CCN(C)CC3)nc21	6%
Cn1cc(-c2nc3cnc(Oc4ccccc4)nc3n(CCC#N)c2=O)c2ccccc21	-7%
CN1CCN(c2ncncc2-c2cccnc2)CC1	8%
O=C(O)CCc1cc(I)c(Oc2ccc(O)c(I)c2)c(I)c1	1%
CC(=O)N1CCC[C@@]2(CCN(Cc3cc(C(F)(F)F)cc(C(F)(F)F)c3)C2)C1	0%
Cc1nc2cnc(OCc3ccccc3)nc2n(C)c1=O	15%
CN(C)c1ncc2nc(-c3ccccc3)c(=O)n(CCc3ccccc3)c2n1	10%
COC(=O)N1CCC2(CC1)CN(c1ccccn1)C2	-1%
CN(C)c1ccnc(-c2ccccc2C(F)(F)F)n1	3%
CN(C)c1ncc2nc(-c3ccc(F)cc3)c(=O)n(C[C@H]3CCCO3)c2n1	17%
CCNc1ncc2nc(CCc3ccccc3)c(=O)n(Cc3ccc(F)cc3)c2n1	16%
O=C(c1cc(C(F)(F)F)cc(C(F)(F)F)c1)N1CCC2(CC1)CCN(c1ncccn1)CC2	3%
O=c1c(-c2cc(F)cc(F)c2)nc2cnc(Oc3ccccc3)nc2n1C[C@H]1CCCO1	-14%
COCCn1c(=O)c(-c2cccs2)nc2cnc(N3CCNCC3)nc21	-7%
COCCN1C(=S)N[C@@H](c2ccccc2)C(C(=O)OC)=C1C	2%
Cc1cc2c(c(=O)o1)C1O[C@](CCCCN3C(=O)c4ccccc4C3=O)(Cc3cc(C#N)ccc31)O2	4%[12.8 µM]
C=CC1=C(C)/C(=C/c2[nH]c(Cc3[nH]c(/C=C4\NC(=O)C(C)=C4C=C)c(C)c3CCC(=O)O)c(CCC(=O)O)c2C)NC1=O	-16%
Cn1c(=O)c(CCc2ccccc2)nc2cnc(N3CCOCC3)nc21	-8%
O=C(c1cccc(F)c1)N1CCC2(CCCN(C(c3ccccc3)c3ccccc3)C2)CC1	27%
Clc1cccc(-c2ccc3ncnc(NCc4ccc5c(c4)OCO5)c3c2)c1	-10%
Cc1oc2c(c(C)cc3oc(=O)c(CC(=O)NCC(=O)NCC(=O)O)c(C)c32)c1C	2%
COc1cccc(Cn2c(=O)c(-c3ccc(Cl)cc3)nc3cnc(OC)nc32)c1	14%
COc1ccccc1CNc1ncnc2ccc(-c3cccc(C#N)c3)cc12	-7%
CS(=O)(=O)N1CCC[C@@]2(CCN(C(=O)Nc3cccc(C#N)c3)C2)C1	3%
c1ccc(-c2cccc(N3CC4(CCNCC4)C3)c2)cc1	-18%
COCCn1c(=O)c(-c2cccc(C#N)c2)nc2cnc(Oc3ccc(OC)cc3)nc21	1%
O=C(c1ccncc1)N1CCC[C@@]2(CCN(c3ccncc3)C2)C1	-4%
CC(C)Nc1ccc(Cl)cc1[N+](=O)[O-]	-21%
CN(C)c1nc(-c2ccc3c(c2)OCO3)nc2ccccc12	-3%
Cc1ccccc1-c1nccc(NCc2cccs2)n1	4.5µM*
COCCNc1ncncc1-c1c(C)noc1C	0%
COc1ccc(-c2nc3cnc(OC)nc3n(CCc3ccccc3)c2=O)cc1	1%
COc1ccc(-c2nc3cnc(N4CCNCC4)nc3n(Cc3ccc(F)cc3)c2=O)cc1	-5%
CC(=O)N1CCC2(CCN(Cc3ccccc3)CC2)CC1	8%
COc1ccc(C(=O)N2CCC[C@@]3(CCN(C(=O)Nc4ccccc4)C3)C2)cc1	26%
COc1ccc(-c2nc3cnc(N4CCOCC4)nc3n(C[C@H]3CCCO3)c2=O)cc1	-5%

Among those listed so far, these contain a carbonyl joined to an NH by a bond outside any ring.
SMILES	N370S GC mod
CCN(CC)c1ccc2cc(C(=O)NCc3ccc(F)cc3)c(=N)oc2c1	?
CC(=O)NCCNc1ccnc(-c2ccccc2C)n1	-10%
COc1cc2[nH]c(C(=O)Nc3ccc(F)cc3)cc2c(OC)c1OC	1%
Nc1nc2c(c(=O)[nH]1)N=C(CNc1ccc(C(=O)NC(CCC(=O)O)C(=O)O)cc1)CN2 (stereo not drawn)	18%
O=C(Nc1ccccc1-c1ccccc1)C(=O)Nc1ccccc1-c1ccccc1	9%
Cn1cccc1C(=O)N1CCC2(CCCN(C(=O)Nc3cccc(F)c3)C2)CC1	-8%
Cc1ccc(C(C)C)c(OCC(=O)NN=C(CCl)CCl)c1	-4%
CC(C)NC(=O)N1CC[C@@]2(CCCN(C(=O)Oc3ccccc3)C2)C1	16%
COc1ccc(-n2c(NC(=O)c3ccc(Br)o3)c(C#N)c3nc4ccccc4nc32)cc1	10%
CC(C)NC(=O)N1CC[C@@]2(CCCN(S(=O)(=O)c3ccccc3)C2)C1	15%
CCn1c2ccccc2c2cc(NC(=O)Nc3ccc([N+](=O)[O-])cc3C)ccc21	-3%
O=C(COC(=O)/C=C/c1ccc(Br)o1)Nc1ccc2[nH]c(=O)[nH]c2c1	0%
Cc1cc(NNC(=O)Nc2cccc(Cl)c2)nc2c1c(C)nn2C	-4%
Cc1oc2c(c(C)cc3oc(=O)c(CC(=O)NCC(=O)NCC(=O)O)c(C)c32)c1C	2%
CS(=O)(=O)N1CCC[C@@]2(CCN(C(=O)Nc3cccc(C#N)c3)C2)C1	3%
COc1ccc(C(=O)N2CCC[C@@]3(CCN(C(=O)Nc4ccccc4)C3)C2)cc1	26%
